MITF primary: blocks human microphthalmia-associated transcription factor. inhibition, % at 2.6 µM. AlphaScreen MITF homodimerization, bead proximity signal. hit rate 0.91% among 650,000. O75030; in the data active = inhibition above about 50%;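 also: 0% = vehicle wells with protein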
GPR151 activ: activates the human receptor GPR151; activation, % at 11.2 µM; PathHunter beta-arrestin GPR151 cells, luminescence; hit rate 1% among 650,000; Q8TDV0; in the data active = activation above about 4.9%;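 also: 0% = median of compound wells and 100% = cells with positive control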
TEAD-YAP inh: TEAD-YAP interaction inhibition | HEK-TIYL cells, TEAD-Gal4/YAP UAS-luciferase luminescence | hit rate 1.4% among 640,000 | inhibition, % at 9.12 µM | AID 1259422; in the data active = inhibition above about 32%;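 also: 0% = median of test compound wells and 100% = reference inhibitor wells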
FBW7 act: human FBW7 E3 ligase activation, primary screen | AlphaScreen FBW7–phospho-cyclin E peptide binding, activator screen | normalized activity (activation), % at 26.1 µM | hit rate 0.13% among 650,000; in the data active = normalized activity above about 1.9%;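 also: purified mutant Fbw7 with reduced substrate affinity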
Target sequence (Q969H0 whole entry, looked up): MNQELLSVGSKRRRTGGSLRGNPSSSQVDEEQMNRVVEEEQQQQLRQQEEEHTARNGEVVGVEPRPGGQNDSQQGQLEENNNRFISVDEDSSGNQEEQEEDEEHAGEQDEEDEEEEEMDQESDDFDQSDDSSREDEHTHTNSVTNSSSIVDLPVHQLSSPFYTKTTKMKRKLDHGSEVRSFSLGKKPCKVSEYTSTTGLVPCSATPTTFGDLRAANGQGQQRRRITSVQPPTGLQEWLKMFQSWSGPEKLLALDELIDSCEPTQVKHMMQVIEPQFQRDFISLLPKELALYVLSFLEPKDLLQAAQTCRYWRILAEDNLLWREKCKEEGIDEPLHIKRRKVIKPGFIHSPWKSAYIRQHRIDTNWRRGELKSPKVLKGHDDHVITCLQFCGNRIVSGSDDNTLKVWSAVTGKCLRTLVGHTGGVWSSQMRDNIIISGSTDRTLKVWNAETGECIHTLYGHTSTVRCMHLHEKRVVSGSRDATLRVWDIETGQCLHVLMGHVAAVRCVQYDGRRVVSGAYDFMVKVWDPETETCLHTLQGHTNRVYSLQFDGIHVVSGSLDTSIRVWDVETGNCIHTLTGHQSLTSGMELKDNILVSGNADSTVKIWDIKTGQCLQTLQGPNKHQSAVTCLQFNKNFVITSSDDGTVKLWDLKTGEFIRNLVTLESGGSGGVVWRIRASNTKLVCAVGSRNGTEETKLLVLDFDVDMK
Active calls of the source: *.

Under each structure: MITF primary, GPR151 activ, TEAD-YAP inh, FBW7 act
- CN(C(=O)Cn1nnc2ccccc2c1=O)C1CCCCC1
  17.1, -0.4, -4.3, 0.0
- C=CCNC(=O)NC(=O)COC(=O)/C(C#N)=C/c1ccc(N(C)C)cc1
  3.1, -1.1, -9.0, 0.0
- COc1ccccc1C(=O)Nc1cccc(-c2nc3ncccc3o2)c1
  12.8, 0.8, -4.9, 0.1
- Cc1ccc(C2=N/C(=C\c3cccc(C(F)(F)F)c3)C(=O)O2)cc1[N+](=O)[O-]
  6.9, 3.1, 8.6, 0.4
- O=C1N=c2ccc(Br)cc2=C1c1sc(Nc2ccc(F)cc2)nc1O
  -9.9, 0.6, -2.5, 0.0
- Cc1nc(N2CCOCC2)nc(Nc2cccc(F)c2)c1[N+](=O)[O-]
  10.0, -0.8, -0.4, 0.0
- COC(=O)C(C)Sc1ccc2nnc(-c3cccs3)n2n1 (stereo unspecified)
  12.1, -1.6, -0.2, 0.1
- COc1ccc(CNC(=O)CCCc2ccccc2)cc1
  -19.0, -0.6, -6.8, 0.1
- O=C(Nc1nccs1)c1ccc(N2C(=O)c3cccc([N+](=O)[O-])c3C2=O)cc1
  4.6, -2.5, -33.5, 0.1
- Clc1ccccc1CCNc1ncnc2sc3c(c12)CCCC3
  -8.6, -0.2, 6.8, 0.0
- Cc1cc(Cl)cc(Cl)c1OCC(=O)Nc1ccc(NC(=O)c2cccs2)cc1
  4.3, 0.2, -4.0, 0.1
- N#C/C(=C\c1ccc(Cl)cc1)C(=O)OCC(=O)NCC1CCCO1 (stereo unspecified)
  1.8, -0.9, -3.8, -0.1
- COc1ccccc1N1CCN(S(=O)(=O)c2ccc(OC)c([N+](=O)[O-])c2)CC1
  3.9, 1.0, 11.3, 0.0
- COc1cc(/C=C2\C(=O)N(c3ccc(Cl)cc3)N=C2C)cc(Cl)c1OCC(N)=O
  10.9, 0.1, 12.3, -0.4
- CCOc1ccc(S(=O)(=O)NCCCN2CCCC2=O)cc1
  -9.2, 1.0, 8.2, 0.1
- FC(F)(F)c1ccc(Cn2cnc3c(NCc4cccc(C(F)(F)F)c4)nc(Nc4ccc(-n5ccnc5)cc4)nc32)cc1
  -0.7, -0.9, -2.4, -0.1
- O=C1N/C(=C/c2cc([N+](=O)[O-])ccc2O)C(=O)N1Cc1ccccc1F
  17.1, 0.2, 9.0, 0.0
- O=C(COc1ccc(F)cc1F)Nc1cccnc1
  -1.7, 0.8, -7.6, -0.1
- Cc1nc2sccn2c1C(=O)NC1CCCCC1
  1.4, 1.1, 4.7, 0.1
- Cc1ccsc1/C=C/C(=O)Nc1ccc2nc3n(c(=O)c2c1)CCCC3
  -8.1, -1.3, -46.5, -0.2
- CCCC1(C2CCN(C(=O)C(=O)CC(C)C)CC2)NC(=O)N(CC2CCCO2)C1=O (stereo unspecified)
  4.0, -0.8, -5.1, -0.3
- Cc1ccccc1CN1C(=O)CSc2ccc(C(=O)N3CCCC3)cc21
  5.6, -0.3, 11.4, -0.2
- O=C(Nc1ccc(-c2nc3ccccc3s2)cc1)c1ccc(-c2ccccc2[N+](=O)[O-])o1
  14.4, -0.5, -14.8, 0.5
- CCC(C)NC(=O)CSc1nnc(-c2cccnc2)n1-c1ccc(Cl)cc1 (stereo unspecified)
  14.6, 0.3, 0.1, 0.1
- O=C1CN(C(=O)Cc2ccccc2)C(c2ccccc2)c2cc(Cl)ccc2N1 (stereo unspecified)
  -16.6, -1.2, 1.8, 0.1
- O=C(NCc1ccco1)c1ccc(C#CC2(O)CCCCC2)cc1
  2.6, 3.6, -72.7, -0.3
- COc1ccc2nc(SCC(=O)Nc3ccc(C)c(Cl)c3)[nH]c2c1
  -3.4, -0.2, -8.9, -0.2
- COc1ccccc1N1CCN(C(=O)Nc2ccc(Cl)c(Cl)c2)CC1
  19.4, 0.3, -22.1, 0.3
- COc1ccc(C2NC(=O)NC(C)=C2C(=O)OCCSc2ccccc2)c(OC)c1 (stereo unspecified)
  -1.6, -0.1, -0.9, 0.0
- CC(=O)N(Cc1ccc(F)cc1)Cc1nc2ccccc2c(=O)[nH]1
  12.6, -0.3, 0.6, 0.3
- COc1cccc(NC(=O)/C(=C/c2ccccc2)NC(C)=O)c1
  -1.0, 1.0, -1.8, 0.0
- CCOC(=O)C1=C(O)/C(=C/c2ccc(O)c(OC)c2)SC1=Nc1ccc(OC)cc1
  11.0, -1.3, -14.8, -0.1
- COC(=O)c1ccc2c(=O)n(CCC3=CCCCC3)c(SCc3cccc(F)c3)nc2c1
  -3.5, 0.5, -3.6, 0.1
- CCC(Sc1nnc2sc3ccccc3n12)C(=O)O (stereo unspecified)
  3.0, -0.1, 1.7, -0.1
- CC1c2cccn2CCN1S(=O)(=O)c1c(Cl)cccc1Cl (stereo unspecified)
  16.4, -0.3, 3.5, 0.1
- CSCCC(NC(=O)/C(=C\c1ccc(Cl)cc1)NC(=O)c1ccccc1)C(=O)O (stereo unspecified)
  5.2, 2.4, 5.6, 0.7
- CCOC(=O)c1ccc(NC(=O)C2CC(=O)N(Cc3ccccc3)C(=Nc3ccccc3)S2)cc1 (stereo unspecified)
  27.5, -1.7, 6.2, 0.2
- O=C(CN1C(=O)C(c2ccc(F)cc2)=NC12CCCC2)Nc1ccccc1
  5.7, 2.0, 22.2, -0.1
- O=C(CN1CC(=O)Oc2ccccc21)OCC(=O)c1ccc(F)cc1
  4.6, -0.8, -43.4, 0.1
- CNC(=O)/C(C#N)=C/c1cn(CCOc2ccc(F)cc2)c2ccccc12
  16.2, 0.1, -1.1, 0.6
- CCOC(=O)CN(C)Cc1c(C(=O)N2CCc3ccccc3C2)nc2ccc(Cl)cn12
  8.7, -0.4, 10.2, 0.1
- N#C/C(=C/c1ccc(O)c(Cl)c1)c1nc2ccccc2[nH]1
  11.8, -5.9, -25.6, 0.0
- S=c1[nH]nc(-c2ccccc2Cl)n1C1CCCCC1
  15.9, -0.6, -5.5, 0.2
- CCOC(=O)c1ccc(NC(=O)c2ccc([N+](=O)[O-])cc2Cl)cc1
  14.2, -1.2, -12.2, 0.0
- CN(C)c1ccc(C(=O)N/N=C/c2ccccc2O)cc1
  14.7, -0.7, -43.7, -0.4
- CC(C)(C)c1ccc(C(=O)NNC(=O)Nc2cccc([N+](=O)[O-])c2)cc1
  1.9, 0.0, 1.1, -0.1
- Cc1ccc(-c2nnc(NC(=O)c3cccc(Br)c3)o2)cc1C
  -4.3, 0.1, 7.1, -0.3
- CCOC(=O)c1nn(CCO)c2c1CN(Cc1ccc3c(c1)c1ccccc1n3CC)CC2
  12.1, -1.3, 9.3, 0.3
- Cc1cc(=O)[nH]c2nnc(SCC(=O)Nc3nc4ccccc4s3)n12
  2.2, -1.7, 3.9, 0.1
- CC1CC(C)CN(CCCNC(=O)CSc2cc(=O)n(C)c3ccc(Cl)cc23)C1 (stereo unspecified)
  0.3, 0.0, 6.5, -0.2
- CCOc1ccccc1N(C)S(=O)(=O)c1c(/C=C/N(C)C)noc1C
  2.0, 0.3, 2.4, 0.1
- Cc1cc(C)c2c(NCc3ccccc3OCC(=O)O)n[nH]c2n1
  5.1, 0.6, -6.2, 0.1
- COc1cc(OC)cc(-c2nc3n(n2)C(c2ccccc2)C2=C(CCCC2=O)N3)c1 (stereo unspecified)
  -0.8, -0.6, -4.4, 0.0
- O=C(O)C1CCCN1C(=O)c1ccc(N2C(=O)C3C4C=CC(C4)C3C2=O)cc1 (stereo unspecified)
  -3.9, -0.8, 4.0, 0.2
- O=c1[nH]n(-c2nn3nnnc3c3ccccc23)c(=O)c2ccccc12
  2.7, 1.5, 4.8, -0.1
- CCNC(=S)NNC(=O)c1ccccc1OC
  0.2, 0.4, -5.2, -0.1
- CC1CCCCN1C(=O)CCC1(Cc2ccc(Cl)cc2)CCC(=O)N1 (stereo unspecified)
  2.0, -0.1, -0.7, -0.1
- CC(C)(C)c1ccc(OCc2nn3c(-c4ccncc4)nnc3s2)cc1
  4.6, -0.9, 0.0, -0.1
- CC(C)(C)n1nnnc1C(c1ccccc1)N1CCN(c2ccccc2)CC1 (stereo unspecified)
  -1.7, 0.7, -14.1, -0.2
- N#CCOC(=O)c1c2c(nc3ccccc13)CCCC2
  11.7, 0.8, 4.2, -0.1

Random excerpt: 7 compounds from above
Under each structure: MITF primary, GPR151 activ, TEAD-YAP inh, FBW7 act
- Cc1cc(=O)[nH]c2nnc(SCC(=O)Nc3nc4ccccc4s3)n12
  2.2, -1.7, 3.9, 0.1
- CC1c2cccn2CCN1S(=O)(=O)c1c(Cl)cccc1Cl (stereo unspecified)
  16.4, -0.3, 3.5, 0.1
- N#C/C(=C/c1ccc(O)c(Cl)c1)c1nc2ccccc2[nH]1
  11.8, -5.9, -25.6, 0.0
- CC1CCCCN1C(=O)CCC1(Cc2ccc(Cl)cc2)CCC(=O)N1 (stereo unspecified)
  2.0, -0.1, -0.7, -0.1
- Cc1cc(C)c2c(NCc3ccccc3OCC(=O)O)n[nH]c2n1
  5.1, 0.6, -6.2, 0.1
- COc1cc(OC)cc(-c2nc3n(n2)C(c2ccccc2)C2=C(CCCC2=O)N3)c1 (stereo unspecified)
  -0.8, -0.6, -4.4, 0.0
- S=c1[nH]nc(-c2ccccc2Cl)n1C1CCCCC1
  15.9, -0.6, -5.5, 0.2

Next part:
Under each structure: MITF primary, GPR151 activ, TEAD-YAP inh, FBW7 act
- CCN(CC)C(=O)Cn1cnc2sc(C(=O)Nc3cc(OC)c(OC)c(OC)c3)c(C)c2c1=O
  9.3, -0.1, 1.4, 0.6
- Cc1cc(C2C(C#N)=C(N)N(c3cccc(C(F)(F)F)c3)C3=C2C(=O)CC(c2ccccc2)C3)c(C)s1 (stereo unspecified)
  -7.6, -0.6, -27.9, 0.0
- CCCS(=O)(=O)N1CCN=C1SCc1ccccc1
  -0.1, 0.8, -4.4, 0.0
- Nc1cn(C2OC(CO)C(O)C2O)c(=O)[nH]c1=O (stereo unspecified)
  13.6, 2.8, -10.0, 0.0
- O=C(NCc1ccncc1)Nc1cccc([N+](=O)[O-])c1
  3.0, -0.6, -5.7, 0.0
- COc1ccc(O)c(/C=N/NC(=O)c2ccccc2I)c1
  5.8, 2.4, 3.2, -0.6
- COc1ccccc1-c1cnc2c(NCC3CC3)nccn12
  16.1, -0.2, -47.1, -0.5
- COc1cccc(C(=O)Nc2ccc3oc(-c4cccc5c(Br)cccc45)nc3c2)c1
  -3.6, -0.4, -1.4, -0.1
- CC(=O)Oc1ccccc1C(=O)Nc1ccccc1F
  -3.0, -2.3, -51.6, -0.1
- Cc1ccc(N2C(=O)c3ccccc3C2=O)cc1[N+](=O)[O-]
  10.4, -1.1, 4.0, -0.1
- N#CCSc1nc2c(sc(=S)n2-c2ccccc2)c(=O)n1Cc1ccco1
  -10.9, -0.5, -5.6, -0.2
- Cc1csc(/N=C/N2CCOCC2)n1
  -15.6, 2.3, -3.3, 0.0
- Cc1sc2ncn(CC(=O)Nc3nc4ccccc4s3)c(=O)c2c1S(=O)(=O)N1CCOCC1
  0.8, -1.0, 5.3, -0.2
- CCN(CC)C(=O)c1sc(N)c(C(N)=O)c1C
  -2.5, -0.8, -1.4, -0.3
- CCC(NC(=S)NCc1ccccc1)C(=O)O (stereo unspecified)
  3.4, 0.9, 1.9, 0.2
- COc1cc(OC)c(OC)cc1CN1CCN(Cc2ccccc2)C(CCO)C1 (stereo unspecified)
  -0.4, 3.4, 7.5, -0.1
- Cc1[nH]c2ccccc2c1C(=O)C(C)OC(=O)c1ccc([N+](=O)[O-])s1 (stereo unspecified)
  -9.7, 1.6, 10.2, -0.2
- CCCNS(=O)(=O)c1cc2c(cc1C)NC(=O)CO2
  -11.7, 0.3, 0.7, -0.1
- CC1=C(C(=O)Nc2ccccc2)C(c2ccccc2Cl)NC(=S)N1 (stereo unspecified)
  -4.4, -0.7, -7.3, -0.3
- O=C(C1CCC1)N1CCC[C@@H](Cn2nc(-c3cccs3)ccc2=O)C1
  -4.3, 0.0, 0.7, -0.2
- Cn1nc(NC(=O)c2ccc(F)cc2F)c2c1NC(=O)CC2c1ccco1 (stereo unspecified)
  7.3, 0.0, -2.3, 0.0
- Cn1c(N2CCCC(C(=O)NCC3CCCO3)C2)nc2ccccc21 (stereo unspecified)
  2.8, 0.0, -1.0, -0.1
- CCCNc1nccn2c(-c3cccc(CO)c3)cnc12
  19.9, 0.6, 12.8, -0.3
- Cc1n[nH]c(C)c1S(=O)(=O)N1CCCC(C(=O)NC2CCCc3ccccc32)C1 (stereo unspecified)
  -7.5, 0.2, 1.4, 0.1
- CC(=O)Nc1ccc(OCC(O)CN2CCN(C)CC2)cc1 (stereo unspecified)
  -3.7, 0.3, -7.4, -0.1
- CCC(O)C1CCN(Cc2nc(Nc3ccccc3)c3ccccc3n2)CC1 (stereo unspecified)
  -17.6, -0.7, -6.7, -0.1
- N#Cc1c(C(F)(F)F)cc(-c2cccs2)nc1SCC(=O)Nc1ncc(Br)cc1Br
  8.7, 1.8, 2.7, 0.0
- CN(C(=O)c1cc(-c2ccccc2)nc2ccccc12)C1(C(=O)NC(c2ccccc2)c2ccccc2)CCCCC1
  -12.8, -1.2, -7.9, 0.1
- CC1=C(C(=O)NCCN2CCCCC2C)C2(CCCCC2)OC1=O (stereo unspecified)
  16.6, 0.0, 4.7, 0.0
- O=[N+]([O-])c1cccc(-n2nncc2-c2ccccc2)c1
  -0.4, -0.1, 3.1, 0.0
- CCCCCn1c(=S)[nH]c2cc(C(=O)Nc3cccc(C)c3)ccc2c1=O
  2.4, 0.7, -4.4, -0.1
- O=C(Nc1c2c(nn1-c1ccc(F)cc1)CS(=O)(=O)C2)c1c(F)cccc1Cl
  -6.7, -4.7, -3.9, 0.0
